Compound activity as filed in PubChem.
V-ATPase pH: regulators of yeast V-ATPase proton transport; S. cerevisiae, pHLuorin cytosolic pH fluorescence; response, % at 10 µM; 0.37% of 350,000 active; AID 504577; in the data active = response mostly above about 7.3%, no sharp cut-off; inactive = mostly below about 5.4%; note: actives read high; inactives centre near 0; some compounds called inactive have numbers as strong as hits
CAL PDZ FP-1: blocks peptide binding to human CAL PDZ domain | Q9HD26 | purified CAL PDZ, TMR-peptide fluorescence polarization, 1 h | inhibition, % at 20 µM | 0.02% of 330,000 active | AID 504414;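 active = highest replicate inhibition of at least 40%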;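 note: plate controls were DMSO neutral control wells for no effect and unlabeled competitor peptide control wells for full effect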
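Read-out basis: mP drop reported as inhibition | Assay system: Tagged CAL PDZ protein CerCALP, purified | Benchmarks: Unlabelled peptide for full inhibition, DMSO wells as neutral | Schedule: 1 h incubation at room temperature before polarization reading | Buffer or medium: Sodium phosphate/NaCl buffer pH 7.4 with TCEP, IgG, Thesit | Doses: Single point, 20 µM | Measured by: Fluorescence polarization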
DAGLB inhibitor: diacylglycerol lipase beta (human) inhibition; HEK293T DAGLB membrane lysate, EnzChek fluorogenic substrate; inhibition, % at 5.17 µM; 0.059% of 340,000 active; in the data active = inhibition above about 34%;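 note: 0% = enzyme with vehicle and 100% = wells lacking enzyme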
Keap1-Nrf2 PPI: Keap1-Nrf2 (human) interaction inhibition | AID 504523 | inhibition, % at 9.4 µM | Keap1 Kelch-Nrf2 peptide fluorescence polarization, 1536-well | 0.15% of 340,000 active; in the data active = inhibition above about 12%;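 note: human Keap1 Kelch domain with fluorescein labeled Nrf2 9mer peptide probe; 0% = neutral control wells and 100% = peptide positive control; higher means more block of Keap1 binding to Nrf2 peptide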
Arrestin-AP2 inh: inhibitors of human beta-arrestin and AP2 interaction; FITC-arrestin peptide / GST-AP2 beads, flow cytometry; AP2 beta2 appendage carries R879A mutation; inhibition, % at 10 µM; 0.31% of 340,000 active; AID 504490;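 active = inhibition above a set limit, near 3 SD of compounds lacking own fluorescence, cut at about 54% in these data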;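 note: plate controls were DMSO wells for no effect and 5 µM unlabelled arrestin peptide for full effect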
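Material – AP2 appendage R879A on GSH beads · Buffer or medium – PBS with 0.05% Tween 20 and 0.1% BSA · Probe or stimulus – fluorescein-tagged arrestin peptide at 50 nM final · Incubation – compound with beads 12 min RT, then probe 1 h RT · Detection – high-throughput flow cytometry of beads, ex 488, em 535 nm · Evaluation – percent response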
Pemphigus Ab inh: blocks pemphigus antibody binding to human desmoglein-3; P32926; DSG3-coupled beads, scFv-anti-DSG3-GFP binding, flow cytometry; hits give low values; binding (percent of control), % at 10 µM; 0.48% of 310,000 active;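 active = binding more than 3 SD below its plate's average and above zero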;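 note: hits lower antibody fragment binding to DSG3; some compounds called inactive have numbers as strong as hits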
NSD2 HMT inh: NSD2 (human) methyltransferase inhibition | 0.54% of 310,000 active | AID 743445 | NSD2 peptide methylation, AlphaScreen, 120 min | inhibition, % at 12.5 µM; in the data active = inhibition above about 50%
Target sequence (O96028 whole entry, looked up): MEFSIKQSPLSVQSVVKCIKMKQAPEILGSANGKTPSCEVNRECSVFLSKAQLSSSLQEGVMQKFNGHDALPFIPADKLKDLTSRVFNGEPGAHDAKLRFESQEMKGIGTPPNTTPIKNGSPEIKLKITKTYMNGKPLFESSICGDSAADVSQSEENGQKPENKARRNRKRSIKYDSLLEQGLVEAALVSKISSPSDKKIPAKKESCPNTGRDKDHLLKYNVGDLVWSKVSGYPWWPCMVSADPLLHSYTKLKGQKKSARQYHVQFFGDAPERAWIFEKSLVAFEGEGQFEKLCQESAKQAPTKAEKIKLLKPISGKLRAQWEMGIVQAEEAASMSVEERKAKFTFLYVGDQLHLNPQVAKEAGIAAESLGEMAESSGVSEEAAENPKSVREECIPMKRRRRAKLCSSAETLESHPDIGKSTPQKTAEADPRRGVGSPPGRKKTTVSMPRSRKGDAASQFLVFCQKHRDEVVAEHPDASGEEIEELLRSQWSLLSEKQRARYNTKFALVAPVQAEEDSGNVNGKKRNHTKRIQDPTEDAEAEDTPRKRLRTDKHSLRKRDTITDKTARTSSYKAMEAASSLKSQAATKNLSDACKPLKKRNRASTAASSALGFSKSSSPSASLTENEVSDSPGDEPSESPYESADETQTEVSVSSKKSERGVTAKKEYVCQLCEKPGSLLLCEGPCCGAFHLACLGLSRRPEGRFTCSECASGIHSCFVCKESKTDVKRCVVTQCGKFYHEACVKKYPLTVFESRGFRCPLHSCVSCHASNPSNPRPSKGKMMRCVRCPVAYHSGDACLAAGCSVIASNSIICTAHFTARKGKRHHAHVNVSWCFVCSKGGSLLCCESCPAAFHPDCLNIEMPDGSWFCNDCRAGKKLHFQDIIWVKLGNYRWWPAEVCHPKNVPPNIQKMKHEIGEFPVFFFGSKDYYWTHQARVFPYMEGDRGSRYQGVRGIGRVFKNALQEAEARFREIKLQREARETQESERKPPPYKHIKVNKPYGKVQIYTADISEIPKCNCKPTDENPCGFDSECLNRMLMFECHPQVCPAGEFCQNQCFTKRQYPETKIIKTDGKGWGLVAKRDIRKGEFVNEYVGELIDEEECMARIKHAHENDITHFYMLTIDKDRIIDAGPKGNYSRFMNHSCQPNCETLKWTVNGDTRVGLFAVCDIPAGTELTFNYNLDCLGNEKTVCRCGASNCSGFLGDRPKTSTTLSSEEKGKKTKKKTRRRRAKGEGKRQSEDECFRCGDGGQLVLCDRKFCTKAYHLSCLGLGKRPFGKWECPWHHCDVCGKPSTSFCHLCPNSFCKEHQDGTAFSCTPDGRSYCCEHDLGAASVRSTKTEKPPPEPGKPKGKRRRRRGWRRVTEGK
CAL PDZ FP-2: CAL PDZ (human) peptide binding inhibition; Q9HD26; purified CAL PDZ, TMR-peptide fluorescence polarization, 1 h; inhibition, % at 24.9 µM; 0.92% of 300,000 active; AID 602252;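 active = mean inhibition of at least 30% with at least half of replicates also reaching 30%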;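 note: 0% = DMSO neutral control and 100% = excess unlabeled competitor peptide PRC23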
Cardiac RTF inh: cardiac RTF calcium desensitization; 0.12% of 340,000 active; inhibition, % at 7.15 µM; IANBD-labeled cardiac RTF, Ca2+ fluorescence; AID 493244;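 active = inhibition above the mean inhibition of all tested compounds plus 3 SD, cut at about 17% in these data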;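 note: assay run at fixed EC70 calcium of 1.6 mM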
LANA DNA inh: KSHV C-LANA DNA binding inhibition; MBP-C-LANA/FAM-LBS DNA binding, fluorescence polarization; inhibition, % at 9 µM; 0.078% of 340,000 active; AID 504423;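 active = highest replicate inhibition at or above 60% at 9 µM, even if other replicates fall short; inactive = all replicates below 60% inhibition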;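 note: 0% = neutral control wells and 100% = 4 µM acridine orange control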
* hit, by the source's call.

Screening O=C(NC1CCCCCCC1)c1ccc(Br)cc1 returned V-ATPase pH 1, Arrestin-AP2 inh 1, Pemphigus Ab inh 108 and NSD2 HMT inh -1.
CC(CCN1C(Nc2ccccc2)=NC[C@@H]1Cc1ccccc1)c1ccccc1 (some centres not stated) was read as V-ATPase pH 8, CAL PDZ FP-1 -0.6, DAGLB inhibitor -1, Keap1-Nrf2 PPI 0, Arrestin-AP2 inh 5, Pemphigus Ab inh 107, CAL PDZ FP-2 1, Cardiac RTF inh -13 and LANA DNA inh -4.5.
For CCOc1cc(N2CCOCC2)c(OCC)cc1NC(=O)COC(=O)c1ccc(Cl)cc1N the results were V-ATPase pH 1, CAL PDZ FP-1 -1.3, DAGLB inhibitor -2, Keap1-Nrf2 PPI 2, Arrestin-AP2 inh 26, Pemphigus Ab inh 98, NSD2 HMT inh 3, CAL PDZ FP-2 -3, Cardiac RTF inh -5 and LANA DNA inh -0.8.
`COCCn1nnnc1C(c1cccs1)N1CCN2CCCC2C1` (configuration not stated) gave V-ATPase pH 1, CAL PDZ FP-1 -0.4, DAGLB inhibitor 0, Keap1-Nrf2 PPI 2, Arrestin-AP2 inh -7, Pemphigus Ab inh 95, NSD2 HMT inh -3, CAL PDZ FP-2 -3, Cardiac RTF inh -5 and LANA DNA inh 6.4.
CCN(CC)S(=O)(=O)c1ccc2c(c1)N(CC(=O)NCc1ccccn1)C(=O)CO2 was read as V-ATPase pH 3, CAL PDZ FP-1 -3.4, DAGLB inhibitor 0, Keap1-Nrf2 PPI -3, Arrestin-AP2 inh 1, Pemphigus Ab inh 106, NSD2 HMT inh 7, CAL PDZ FP-2 -2, Cardiac RTF inh 4 and LANA DNA inh 1.8.
Screening COc1cccc(NC(=O)c2nn(C34CC5CC(CC(C5)C3)C4)cc2[N+](=O)[O-])c1 returned V-ATPase pH 4, CAL PDZ FP-1 -2.4, DAGLB inhibitor -5, Keap1-Nrf2 PPI -1, Arrestin-AP2 inh -9, NSD2 HMT inh 1, CAL PDZ FP-2 -1, Cardiac RTF inh 6 and LANA DNA inh -1.4.
O=C(c1cc(-c2ccc3c(c2)OCO3)on1)N1CCN(c2ccccc2)CC1 was read as V-ATPase pH -1, CAL PDZ FP-1 -1.9, DAGLB inhibitor 3, Keap1-Nrf2 PPI -9, Arrestin-AP2 inh -3, Pemphigus Ab inh 98, NSD2 HMT inh 0, Cardiac RTF inh -7 and LANA DNA inh -1.0.
Screening CCCc1nnc(SCC(=O)Nc2ccc(NC(C)=O)cc2)n1-n1cccc1 returned V-ATPase pH 2, CAL PDZ FP-1 -1.6, DAGLB inhibitor 1, Keap1-Nrf2 PPI -1, Arrestin-AP2 inh 0, Pemphigus Ab inh 97, NSD2 HMT inh -1, CAL PDZ FP-2 -3, Cardiac RTF inh 0 and LANA DNA inh -2.1.
`CC(C)c1nnc(NC(=O)CSc2nc3ccccc3[nH]2)s1` gave V-ATPase pH -2, CAL PDZ FP-1 -0.3, DAGLB inhibitor 0, Keap1-Nrf2 PPI -2, Arrestin-AP2 inh -22, Pemphigus Ab inh 95, NSD2 HMT inh -2, CAL PDZ FP-2 5, Cardiac RTF inh 1 and LANA DNA inh 0.2.
Screening Cc1nn(CC(=O)N2CC(=O)Nc3ccccc32)c(C)c1[N+](=O)[O-] returned V-ATPase pH 0, CAL PDZ FP-1 1.4, DAGLB inhibitor 0, Keap1-Nrf2 PPI 0, Arrestin-AP2 inh -1, Pemphigus Ab inh 97, NSD2 HMT inh -1, CAL PDZ FP-2 63*, Cardiac RTF inh -11 and LANA DNA inh -1.6.
Screening CCOC(=O)CNS(=O)(=O)c1ccc(S(=O)(=O)N2CCCC2)cc1 returned V-ATPase pH 5, CAL PDZ FP-1 -0.7, DAGLB inhibitor -1, Keap1-Nrf2 PPI -1, Arrestin-AP2 inh 8, Pemphigus Ab inh 95, NSD2 HMT inh -1, CAL PDZ FP-2 -7, Cardiac RTF inh -7 and LANA DNA inh -0.6.
Screening CNC(=O)c1ccccc1F returned V-ATPase pH -1, CAL PDZ FP-1 0.5, DAGLB inhibitor 2, Keap1-Nrf2 PPI 2, Arrestin-AP2 inh 4, Pemphigus Ab inh 75, NSD2 HMT inh -5, CAL PDZ FP-2 0, Cardiac RTF inh 5 and LANA DNA inh 1.3.
For COC(=O)c1c(-c2ccc(OC)cc2)sc2cc(OC)c(OC)cc12 the results were V-ATPase pH -2, CAL PDZ FP-1 -0.4, DAGLB inhibitor -2, Keap1-Nrf2 PPI -1, Pemphigus Ab inh 97, CAL PDZ FP-2 -2, Cardiac RTF inh 0 and LANA DNA inh 1.2.
For CSc1sc(C)cc1C1C(C#N)=C(N)N(c2cccnc2)C2=C1C(=O)CCC2 (configuration not stated) the results were V-ATPase pH 0, CAL PDZ FP-1 -1.7, DAGLB inhibitor 4, Keap1-Nrf2 PPI 5, Arrestin-AP2 inh 14, Pemphigus Ab inh 108, NSD2 HMT inh 1, CAL PDZ FP-2 -1, Cardiac RTF inh -7 and LANA DNA inh 2.4.
O=C(N/N=C/c1cn(Cc2ccccc2)c2ccccc12)c1ccncc1 was read as V-ATPase pH 2, CAL PDZ FP-1 0.5, DAGLB inhibitor 0, Keap1-Nrf2 PPI -1, Arrestin-AP2 inh 7, Pemphigus Ab inh 100, NSD2 HMT inh 2, Cardiac RTF inh -9 and LANA DNA inh 0.0.
`O=C(CN1CCN(c2ccccc2F)CC1)NC(=O)NC1CCCCC1` gave V-ATPase pH 4, CAL PDZ FP-1 -0.4, DAGLB inhibitor -1, Keap1-Nrf2 PPI 3, Arrestin-AP2 inh 33, Pemphigus Ab inh 93, NSD2 HMT inh -1, Cardiac RTF inh 8 and LANA DNA inh 0.9.
COc1ccc(N(CC(=O)N2CCc3ccccc3C2)S(C)(=O)=O)cc1 was read as V-ATPase pH 5, CAL PDZ FP-1 0.8, DAGLB inhibitor 0, Keap1-Nrf2 PPI 1, Arrestin-AP2 inh 5, Pemphigus Ab inh 102, NSD2 HMT inh -1, CAL PDZ FP-2 -1, Cardiac RTF inh 2 and LANA DNA inh -2.0.
COc1ccccc1-n1cnnc1SCC(=O)NC1CCCCC1 was read as V-ATPase pH 3, CAL PDZ FP-1 -0.1, DAGLB inhibitor -1, Keap1-Nrf2 PPI 4, Arrestin-AP2 inh -22, Pemphigus Ab inh 102, NSD2 HMT inh -2, Cardiac RTF inh -6 and LANA DNA inh -1.8.
For N#Cc1cnc(Nc2nc3ccccc3o2)nc1-c1ccccc1 the results were V-ATPase pH 4, CAL PDZ FP-1 -1.8, DAGLB inhibitor 1, Keap1-Nrf2 PPI -7, Arrestin-AP2 inh 10, Pemphigus Ab inh 94, NSD2 HMT inh -2, CAL PDZ FP-2 2, Cardiac RTF inh -7 and LANA DNA inh 3.5.
Screening COc1cccc(C2(O)CCN(C(=O)C3CCC3)CC2)c1 returned V-ATPase pH -2, CAL PDZ FP-1 -2.0, DAGLB inhibitor -1, Keap1-Nrf2 PPI 3, Arrestin-AP2 inh 0, Pemphigus Ab inh 101, NSD2 HMT inh 2, CAL PDZ FP-2 3, Cardiac RTF inh -3 and LANA DNA inh 2.8.
For Cc1cccc(N2CCN(Cc3oc(CO)cc(=O)c3O)CC2)c1C the results were V-ATPase pH -3, CAL PDZ FP-1 -2.0, DAGLB inhibitor 2, Keap1-Nrf2 PPI -7, Arrestin-AP2 inh -3, Pemphigus Ab inh 105, NSD2 HMT inh -1, CAL PDZ FP-2 -3, Cardiac RTF inh -3 and LANA DNA inh -0.5.
COc1ccc(OC)c(/C=C/C(=O)NC2=NCCS2)c1 was read as V-ATPase pH 6, CAL PDZ FP-1 -0.4, DAGLB inhibitor 2, Keap1-Nrf2 PPI -4, Arrestin-AP2 inh 13, Pemphigus Ab inh 99, NSD2 HMT inh 0, CAL PDZ FP-2 -4, Cardiac RTF inh -8 and LANA DNA inh -1.8.
Screening CCC(C(=O)N1CCC(N2CCCCC2)CC1)n1nc(C)c2sc3ccccc3c2c1=O (configuration not stated) returned V-ATPase pH 4, CAL PDZ FP-1 -0.5, DAGLB inhibitor 0, Keap1-Nrf2 PPI 2, Arrestin-AP2 inh -2, NSD2 HMT inh 5, Cardiac RTF inh -4 and LANA DNA inh 0.3.
CC1CC(=O)Nc2ccccc2N1C(=O)COc1ccc2cc(Br)ccc2c1 (configuration not stated) was read as V-ATPase pH 4, CAL PDZ FP-1 -3.4, DAGLB inhibitor -5, Keap1-Nrf2 PPI -1, Arrestin-AP2 inh 0, Pemphigus Ab inh 95, NSD2 HMT inh 2, CAL PDZ FP-2 -7, Cardiac RTF inh -4 and LANA DNA inh -1.1.
Screening CCOc1cccc(N2C(=O)CC(N3CCN(c4nc5ccccc5s4)CC3)C2=O)c1 (configuration not stated) returned V-ATPase pH -3, CAL PDZ FP-1 0.1, DAGLB inhibitor -2, Keap1-Nrf2 PPI 0, Arrestin-AP2 inh 23, Pemphigus Ab inh 101, NSD2 HMT inh 2, CAL PDZ FP-2 -8, Cardiac RTF inh -11 and LANA DNA inh 0.0.
`CCCNC(=O)C1CC(=O)N(c2ccc(OCC(=O)Nc3cccc(C)c3C)cc2)C1` (configuration not stated) gave V-ATPase pH 0, CAL PDZ FP-1 -0.4, DAGLB inhibitor -1, Keap1-Nrf2 PPI 2, Arrestin-AP2 inh 13, Pemphigus Ab inh 107, Cardiac RTF inh -3 and LANA DNA inh 2.6.
For CN(/N=C/c1ccc2c(c1)OCO2)c1ccccc1 the results were V-ATPase pH 2, CAL PDZ FP-1 0.5, DAGLB inhibitor -6, Keap1-Nrf2 PPI -5, Arrestin-AP2 inh 37, Pemphigus Ab inh 102, NSD2 HMT inh 1, CAL PDZ FP-2 -5, Cardiac RTF inh -17 and LANA DNA inh -3.2.
For COc1c(Cl)cc(Br)c(OC)c1C(=O)NC(=O)Nc1nc(C)cc(C)n1 the results were V-ATPase pH -1, CAL PDZ FP-1 -0.5, DAGLB inhibitor 0, Keap1-Nrf2 PPI -6, Arrestin-AP2 inh -2, Pemphigus Ab inh 107, NSD2 HMT inh -2, CAL PDZ FP-2 83*, Cardiac RTF inh -6 and LANA DNA inh -0.4.
`CCOC(=O)c1c(C)n(C)c2cc(-c3cccc(C(F)(F)F)c3)c(O)cc12` gave V-ATPase pH -4, CAL PDZ FP-1 -2.0, DAGLB inhibitor -4, Keap1-Nrf2 PPI 1, Arrestin-AP2 inh 27, Pemphigus Ab inh 87, NSD2 HMT inh 1, CAL PDZ FP-2 -2, Cardiac RTF inh -11 and LANA DNA inh -0.9.

An excerpt (hit frequency here may not be typical).
